Screening results (PubChem BioAssay)
TLR9-MyD88 block: blocks human TLR9 binding to MyD88 | inhibition, % at 4.98 µM | CHO BLA complementation TLR9-MyD88, CCF4 FRET ratio | Q9NR96+Q99836 | 340,000 compounds, 0.21% hits;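 active means inhibition above the mean over all tested compounds plus 3 SD, cut at about 21% in these data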;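 further: 0% = DMSO only wells and 100% = clavulanate BLA inhibitor control wells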
C8 TRAIL sens: caspase-8 TRAIL sensitization; AID 624354; 360,000 compounds, 1% hits; NB7+C8 cells + TRAIL, ATPlite viability luminescence; inhibition (viability loss, TRAIL sensitization), % at 10 µM;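 active means compounds causing at least 50% loss of cell viability in the single-dose screen, relative to plate controls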
SRC2 inh: inhibits human steroid receptor coactivator 2; Q15596; HEK293 GAL4-SRC2 luciferase reporter, luminescence; inhibition, % at 9 µM; 370,000 compounds, 0.17% hits;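 active means inhibition above the mean inhibition of all tested compounds plus 3 SD, set per campaign, cut at about 52% in these data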;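 further: 0% = DMSO treated cells and 100% = cells given Gossypol at 36 µM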
TROY NFkB inh: blocks TROY-dependent signaling in reporter cells; AID 1347056; inhibition, % at 10 µM; Q293 LMP1-TROYcd NF-kB luciferase reporter, 4 h; 360,000 compounds, 0.98% hits;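 active means compounds whose plate-normalised and pattern-corrected inhibition of the luciferase reporter signal at the single screening dose is 50% or more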
NCOA1 inh: inhibitors of human steroid receptor coactivator 1 (SRC1); Q15788; HEK293 GAL4-SRC1 luciferase reporter, luminescence; inhibition, % at 3.6 µM; 360,000 compounds, 0.12% hits; AID 588354;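 active means inhibition above the campaign mean plus 3 SD, with each screening campaign given its own cutoff, cut at about 60% in these data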;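 further: 0% = DMSO treated cells and 100% = gossypol at 36 µM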
NOD2 RIPK2 PPI: inhibitors of human NOD2-RIPK2 interaction. O43353. CHO BLA complementation NOD2-RIPK2, CCF4 ratio. inhibition, % at 4.98 µM. 360,000 compounds, 0.38% hits. AID 624267; in the data active means inhibition above about 21%;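 further: 0% = vehicle only and 100% = reference blocker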
Target sequence (O43353 whole entry, looked up): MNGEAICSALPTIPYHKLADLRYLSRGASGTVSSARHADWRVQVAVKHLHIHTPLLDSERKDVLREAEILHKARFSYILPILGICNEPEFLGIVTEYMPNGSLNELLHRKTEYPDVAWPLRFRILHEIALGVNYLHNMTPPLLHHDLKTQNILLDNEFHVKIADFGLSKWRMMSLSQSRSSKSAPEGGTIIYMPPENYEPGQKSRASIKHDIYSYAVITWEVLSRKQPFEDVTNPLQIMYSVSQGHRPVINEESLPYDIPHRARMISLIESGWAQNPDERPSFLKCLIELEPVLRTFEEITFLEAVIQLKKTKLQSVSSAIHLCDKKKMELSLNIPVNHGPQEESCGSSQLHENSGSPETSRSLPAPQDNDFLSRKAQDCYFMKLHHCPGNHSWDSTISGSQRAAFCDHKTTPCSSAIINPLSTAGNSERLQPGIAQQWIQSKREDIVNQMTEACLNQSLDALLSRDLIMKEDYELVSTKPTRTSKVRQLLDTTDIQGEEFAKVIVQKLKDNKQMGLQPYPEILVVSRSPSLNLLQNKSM
LMP1 NFkB inh: Epstein-Barr LMP1 NF-kappaB reporter inhibition; AID 504558; LMP1-induced NF-kappaB luciferase reporter cells, luminescence; 350,000 compounds, 0.69% hits; inhibition, % at 12.5 µM; in the data active means inhibition above about 41%;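 further: 0% = neutral control wells and 100% = reference inhibitor control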
Vif imaging: inhibitors of HIV Vif; HEK293T cells, Vif self-association by quenched fluorescence, imaging, 24 h; inhibition, % at 7.49 µM; 340,000 compounds, 0.35% hits; AID 602346; in the data active means inhibition above about 50%, passing the limit was not always enough; further: some results filed as inactive read as strong as hits
LRH-1 inv ag: inverse agonists of human LRH-1 (NR5A2); inhibition, % at 3.6 µM; AID 602396; 360,000 compounds, 0.13% hits; HEK293T StAR-luciferase reporter, LRH-1 transfected, 24 h;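 active means inhibition above the mean inhibition of all tested compounds plus 3 SD, cut at about 73% in these data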;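 further: 0% = DMSO wells and 100% = reporter-only cells lacking LRH-1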
COUP-TFII inh: blocks human COUP-TFII nuclear receptor | HEK293T NGFI-A luciferase reporter, luminescence | P24468 | 370,000 compounds, 0.7% hits | inhibition, % at 8.6 µM;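 active means inhibition above a per-plate cutoff, mean inhibition of test wells between control levels plus 3 SD, cut at about 38% in these data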;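 further: cells cotransfected with COUP-TFII expression vector driving the NGFI-A reporter; 0% = median of COUP-TF2 test wells and 100% = reporter-only cells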
Target sequence (P24468 whole entry, looked up): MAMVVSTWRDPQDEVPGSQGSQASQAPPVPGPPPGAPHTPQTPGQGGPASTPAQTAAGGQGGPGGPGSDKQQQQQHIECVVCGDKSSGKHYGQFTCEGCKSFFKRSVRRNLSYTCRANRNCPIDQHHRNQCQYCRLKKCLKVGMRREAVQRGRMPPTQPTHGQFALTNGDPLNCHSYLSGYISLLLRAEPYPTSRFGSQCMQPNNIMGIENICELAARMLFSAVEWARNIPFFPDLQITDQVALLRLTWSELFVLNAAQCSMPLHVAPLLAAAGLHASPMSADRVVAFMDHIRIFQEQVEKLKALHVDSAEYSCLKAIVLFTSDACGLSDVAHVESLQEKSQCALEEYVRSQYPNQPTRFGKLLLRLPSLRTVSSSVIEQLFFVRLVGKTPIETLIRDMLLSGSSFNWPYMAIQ
NCOA3 inh: inhibitors of human steroid receptor coactivator 3 (SRC3). Q9Y6Q9. HEK293 GAL4-SRC3 luciferase reporter, luminescence. inhibition, % at 3.6 µM. 360,000 compounds, 0.17% hits;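 active means inhibition above a per-campaign cutoff, the mean of all compounds plus 3 SD, cut at about 60% in these data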;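 further: 0% = DMSO-treated cells and 100% = gossypol-treated cells at 36 µM; higher means less SRC3-driven luciferase light from the GAL4 reporter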
An asterisk follows results filed as active; / = not tested or not shown.

SMILES	TLR9-MyD88 block	C8 TRAIL sens	SRC2 inh	TROY NFkB inh	NCOA1 inh	NOD2 RIPK2 PPI	LMP1 NFkB inh	Vif imaging	LRH-1 inv ag	COUP-TFII inh	NCOA3 inh
O=C(NCCNC(=O)c1ccc(Br)o1)c1ccc(Br)o1	-5	3	15	-1	-28	3	6	2	-14	3	-17
CCCCCC1CCC(c2ccc(C(N)=O)cc2)CC1 (stereo unspecified)	-1	-15	9	-33	-13	-1	4	13	-4	-4	1
O=c1cc(CSc2nnnn2-c2ccccc2)nc(Nc2ccc(F)cc2)[nH]1	2	-6	23	19	6	7	7	-9	33	14	8
CCc1ccccc1NC(=S)N1CCC(C(=O)c2ccc(F)cc2)CC1	-6	-9	23	7	-10	-8	2	3	-22	-10	-15
C#CC(C)(CC)NC(=O)c1cc(OC)c(OC)c(OC)c1 (stereo unspecified)	-9	-2	5	2	-17	9	1	15	-3	6	4
CN(C(=O)COC(=O)c1ccccc1NCc1ccco1)c1c(N)n(Cc2ccccc2)c(=O)[nH]c1=O	3	-8	9	7	3	-2	3	12	-16	-5	-9
CCOC(=O)c1cccc(N/C=C/C(=O)c2ccc(OC)c(OC)c2)c1	0	28	-68	-6	-124	0	-14	/	-141	-26	-104
COc1ccc(C(=O)NCCn2cc(SCC(N)=O)c3ccccc32)cc1	9	7	-2	63*	2	0	-8	-3	-7	8	16
Cc1c(Br)c(C(F)(F)F)nn1CC(=O)NCC1CCCO1 (stereo unspecified)	-7	-21	-13	-3	-19	-5	2	-3	7	-4	-1
CC(=O)Nc1ccc(OC(=O)c2cc([N+](=O)[O-])ccc2Cl)cc1	-1	-4	/	-4	12	0	-2	1	9	/	17
O=C(NCCOc1ccccc1)c1ccccc1[N+](=O)[O-]	1	-5	-11	-15	-19	-6	-3	4	-8	-3	9
CC1CCCN(C(=O)c2cn(-c3ccccc3)nc2-c2cccnc2)C1 (stereo unspecified)	3	13	4	0	-14	0	-4	-2	-22	-3	-7
CCOC(=O)n1c(=O)n(Cc2c(Cl)cccc2Cl)c2ccccc21	24*	-3	-13	16	-23	23*	-6	-7	-36	-7	11
CSc1nnc(-c2ccco2)n1-c1ccccc1	-6	-4	20	-8	4	-5	2	14	7	-4	-5
CCCNC(=O)C1(C)CCN(CCOc2ccc(Cl)cc2)C1 (stereo unspecified)	/	6	-3	-1	-9	4	/	0	-2	-7	1
CCOc1ccc2oc(C(=O)OCC(=O)NCC3CCCO3)c(C)c2c1 (stereo unspecified)	0	-16	-8	-24	3	10	-9	20	-24	-21	-49
CC1(C)NC(=O)N(CCSc2ccc(Cl)cc2)C1=O	2	6	-40	-12	-30	5	4	-1	-1	1	17
COc1cccc(-c2c(C(=O)N/N=C/C3CC=CCC3)nnn2-c2nonc2N)c1 (stereo unspecified)	-1	-20	10	7	14	-3	/	-9	13	-6	-7
O=c1c2c(-c3ccccc3)csc2nc2n1CCC2	3	-26	-5	10	6	-18	1	7	19	-1	18
O=C1NNC(c2ccccc2)=N/C1=C\c1ccc(Cl)cc1	/	-4	-34	-3	13	1	/	-2	-7	20	17
O=S(=O)(NCC1CCCN(Cc2ccccc2O)C1)c1cccc2cccnc12 (stereo unspecified)	0	3	-2	3	-17	3	-4	6	5	-14	2
S=C(NCCc1ccccc1)N1CCC2CC1c1c(Cl)cccc12 (stereo unspecified)	-1	5	-5	3	-34	9	-9	/	-17	5	-25
COc1cc(CNc2ccc(N3CCN(C(C)=O)CC3)cc2)ccc1OCc1ccccc1	9	7	-18	-38	-19	-1	-11	2	-6	-53	-6
Cc1cc(S(=O)(=O)N2CCc3ccccc3C2)ccc1F	2	-23	-3	-28	21	4	-3	4	3	-5	-8
O=C(C1CCCN(S(=O)(=O)c2cccs2)C1)N1CCC(N2CCCCC2)CC1 (stereo unspecified)	-4	-26	-15	0	-17	9	-12	-2	-30	-21	-6
Cc1nc2c(sc(=S)n2Cc2ccco2)c(=O)n1CC(=O)Nc1ccc(F)cc1	-4	-5	9	14	5	-16	-1	-2	26	-14	17
CCNC(=O)c1c(NC(C)=O)sc2c1CCCC2	1	-2	18	17	-13	-3	1	-6	7	11	-4
CCOc1ccc(CN(C)c2nc(-c3cccnc3)nc3ccccc23)cc1OC	2	12	-3	28	-4	6	10	-1	-2	9	1
CCOc1ccc(-n2c(=O)c3sccc3n(Cc3ccc(C)cc3)c2=O)cc1	13	-9	13	-5	-11	0	3	0	1	2	-9
CCN(c1ccc(NC(=O)COC(=O)/C=C/c2cccs2)cc1)C(C)C	4	-5	-2	-19	-183	0	-7	21	-6	-17	-8
Cc1ccc(OCCn2cncn2)c([N+](=O)[O-])c1	-24	-14	5	-12	-9	-1	9	4	-9	-2	8
COCC(C)NCC(=O)NC(C)CCc1ccccc1 (stereo unspecified)	-4	-2	15	0	-3	-13	0	-3	-1	4	12
Cc1ccc(C)c(NC(=O)C(OC(=O)c2cc[n+]([O-])cc2)c2ccccc2)c1 (stereo unspecified)	3	-3	-4	-1	-12	-2	-6	7	-7	-1	-18
Cc1nnc(SCC(=O)NC2CCC(C)CC2)s1 (stereo unspecified)	1	-4	-19	-25	-64	3	-4	-3	24	8	27
Cc1nc2ccccc2c(=O)n1-c1cccc(NS(=O)(=O)c2ccccc2)c1	2	7	9	-9	-9	0	-4	11	10	-25	3
Fc1ccc(NC(=S)NCc2cccnc2)cc1	-10	2	12	1	-17	-6	1	-6	0	-4	7
Cc1cc(C(=O)CN2C(=O)NC(C)(c3cccc(Br)c3)C2=O)c(C)n1Cc1ccco1 (stereo unspecified)	7	0	16	3	3	-11	-8	11	9	1	0
CCOc1ccc(CNc2ncnc(N)n2)cc1	-9	-5	31	7	9	0	-5	/	-46	3	-2
O=C(CC(=O)N/N=C/c1ccccc1O)NCc1cccnc1	0	9	21	-18	16	9	14	8	-11	14	18
O=C(NCCc1ccc(Cl)cc1)c1cc(S(=O)(=O)N2CCCCC2)c[nH]1	2	1	/	9	8	-15	-2	-2	14	/	4
Cc1oc2c(C)c3oc(=O)c(CC(=O)N[C@@H](CC(C)C)C(=O)N[C@@H](Cc4ccccc4)C(=O)O)c(C)c3cc2c1C	-22	-12	-14	-17	-29	-10	-1	-1	-1	1	-4
O=C1NC(=Nc2cccnc2)S/C1=C\c1cccc(F)c1	-2	3	-1	-13	1	-8	2	19	-4	13	2
O=C(CN(Cc1ccccc1)C(=O)CNS(=O)(=O)c1ccc(Cl)cc1)NCC1CCCO1 (stereo unspecified)	8	-4	-6	2	8	-4	-1	9	13	8	4
Cc1ccc(CNC(=O)c2cncc(Br)c2)cc1	2	0	5	-1	-2	10	0	4	0	-2	22
CN1CCN(C(=O)C2Cc3c(-c4ccc5c(c4)OCO5)ccnc3O2)CC1 (stereo unspecified)	/	6	-7	3	-6	7	/	9	-5	-14	6
Cc1ccc(Cn2c(=N)c(C(=O)NCCN3CCOCC3)cc3c(=O)n4ccccc4nc32)cc1	-16	0	7	22	2	-2	0	2	15	15	-8
COc1ccccc1OCC(=O)Nc1ccc(S(=O)(=O)Nc2onc(C)c2C)cc1	12	1	-18	-7	-1	0	-1	4	-7	10	-16
COc1ccc(C2CC(c3cccs3)=NN2C(=O)CCCC(=O)O)cc1OC (stereo unspecified)	9	8	8	-4	9	-6	-5	/	4	5	8
COc1ccc(NC(=O)CSc2nc3ccsc3c(=O)n2CCC(=O)O)c(OC)c1	4	1	6	6	-13	-6	2	7	11	-11	-3
O=C(Nc1ccc(Br)cc1Cl)c1ccc(OCC2CCCO2)cc1 (stereo unspecified)	1	5	-49	-25	-35	-4	-22	0	-36	1	-61
COc1ccccc1N=C(C)C1=C(O)CSC1=O	-4	10	8	-14	-17	-1	-5	-2	-4	10	-16
CCOC(=O)c1[nH]c(C)c(/C(O)=C2\C(=O)C(=O)N(CCN(C)C)C2c2ccc(C)o2)c1C (stereo unspecified)	-3	-4	-6	-9	7	4	5	/	4	-4	-12
Oc1ccc(C=Nc2ccc(N3CCOCC3)cc2)c(O)c1	-2	-11	-6	45	-20	-4	-9	6	10	12	2
CCOC(=O)[C@H]1[C@H]2COc3cc(OC)ccc3[C@@H]2N2C(=O)c3cc(C)ccc3NC(=O)[C@@]12C	9	0	-25	-4	-2	13	-5	-4	-19	-11	1
CCOC(=O)C(=C1Nc2ccccc2N1)n1c(-c2cccnc2)nc2ccccc21	/	71*	-25	-70	/	1	/	/	-101	-78	/
CC(C(=O)NCc1ccco1)n1cc([N+](=O)[O-])cn1 (stereo unspecified)	-4	7	-23	-3	-18	4	-5	-1	3	-5	14
Cc1cccc(C)c1NC(=O)CNC(=O)C1CCCN(C(=O)c2ccc(Cl)cc2)C1 (stereo unspecified)	-6	-4	-21	4	-8	-5	-3	1	6	-15	9
NC(=O)c1ccsc1NC(=O)CCS(=O)(=O)c1ccccc1	-11	7	-2	-7	-4	-6	6	0	0	5	5
Cc1ccc(C)c(N(C)S(=O)(=O)c2ccc3c(c2)oc(=O)n3C)c1	-1	11	-30	8	-12	7	-7	-7	-14	10	4
N=C(N)n1c(N)nc2ccccc2c1=O	-6	-13	0	12	6	1	14	-7	-5	12	-20

Limited to TLR9-MyD88 block, TROY NFkB inh and Vif imaging, for some of the entries so far:
smiles,TLR9-MyD88 block,TROY NFkB inh,Vif imaging
Cc1cccc(C)c1NC(=O)CNC(=O)C1CCCN(C(=O)c2ccc(Cl)cc2)C1 (stereo unspecified),-6,4,1
NC(=O)c1ccsc1NC(=O)CCS(=O)(=O)c1ccccc1,-11,-7,0

(continued)
SMILES	TLR9-MyD88 block	C8 TRAIL sens	SRC2 inh	TROY NFkB inh	NCOA1 inh	NOD2 RIPK2 PPI	LMP1 NFkB inh	Vif imaging	LRH-1 inv ag	COUP-TFII inh	NCOA3 inh
COc1ccc(C(=O)N2CCc3cc4c(cc3C2C)OCCCO4)cc1 (stereo unspecified)	-2	7	-6	-8	-5	6	-1	3	0	11	9
Cc1c(N(C)S(=O)(=O)c2cc(C(=O)Nc3ccccn3)ccc2Cl)c(=O)n(-c2ccccc2)n1C	-2	-5	1	-1	-21	7	-1	-5	-6	-7	3
O=C(Nc1ccc(Nc2ccncc2)cc1)c1ccc(Nc2ccnc3ccc([N+](=O)[O-])cc23)cc1[N+](=O)[O-]	-1	-2	6	6	15	9	7	9	1	-2	23
CC1=C(C(=O)OC(C)C)C(c2cccc([N+](=O)[O-])c2)n2c(cc(=O)[nH]c2=S)N1 (stereo unspecified)	-5	9	-15	-9	-5	-17	-29	-6	14	31	20
COc1ccc(Oc2ccc(/C=C/C(=O)c3ccc(O)cc3)cc2[N+](=O)[O-])cc1	1	-7	21	77*	-14	-48	-5	-1	25	19	38
COc1cccc(CNc2nccs2)c1O	8	-7	-9	-24	-28	6	4	-3	6	-18	-27
O=C(CN1CCOCC1)Nc1scc(-c2ccccc2)c1C(=O)N1CCOCC1	7	-7	0	-18	-12	-9	-1	7	-3	0	-12

Only part of the results is shown. The share of hits here may be higher or lower than overall.
